MsrA inh = bovine MsrA enzyme inhibitors, primary screen, biochemical, absorbance, HTS | Methionine sulfoxide reductase A (Bos taurus) | purified bovine MsrA, absorbance read-out | inhibition, % at 15.5 µM | actives 0.75% (n = 360,000) | AID 651718, 2012; in the data active = inhibition above about 4.5%;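 also: 0% = vehicle wells with enzyme and 100% = reference inhibitor wells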
Rpn11 inh = Rpn11 (PSMD14) deubiquitinase inhibitors, primary screen, biochemical, fluorescence polarization, uHTS; actives 0.59% (n = 360,000); 26S proteasome non-ATPase regulatory subunit 14 (Homo sapiens), O00487; calls only at 20 µM; human 26S proteasome, Ub4-pepOG fluorescence polarization; 20S core pre-blocked with epoxomicin;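 active = inhibition at 20 µM, scaled to each plate's controls, above about 33%, limit read from the data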
Target sequence (O00487 whole entry, looked up): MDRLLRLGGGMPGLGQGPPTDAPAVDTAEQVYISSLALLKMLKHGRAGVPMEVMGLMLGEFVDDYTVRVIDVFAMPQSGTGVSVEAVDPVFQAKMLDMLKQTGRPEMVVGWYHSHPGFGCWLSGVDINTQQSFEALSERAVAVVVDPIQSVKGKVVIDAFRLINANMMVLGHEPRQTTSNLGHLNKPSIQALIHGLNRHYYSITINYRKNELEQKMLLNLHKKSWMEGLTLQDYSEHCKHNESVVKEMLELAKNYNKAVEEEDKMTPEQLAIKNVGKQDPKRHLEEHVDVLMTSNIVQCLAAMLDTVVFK
DNMT1 inh = human DNMT1 methyltransferase inhibitors, primary screen, biochemical, molecular beacon, fluorescence, HinP1I cleavage, uHTS. DNA (cytosine-5)-methyltransferase 1 (Homo sapiens), P26358. inhibition (reported as % activation of signal), % at 10 µM. actives 0.83% (n = 360,000); in the data active = inhibition above about 50%
STEP inh = STEP phosphatase inhibitors, primary screen, biochemical, fluorescence intensity, uHTS; Tyrosine-protein phosphatase non-receptor type 5 (Homo sapiens), P54829; recombinant STEP, OMFP fluorogenic substrate; inhibition, % at 20 µM; actives 0.25% (n = 360,000); AID 588621, 2011;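 active = inhibition at 20 µM, scaled per plate between control wells, above about 37%, limit read from the data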;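 also: 0% = DMSO with enzyme and substrate and 100% = substrate only without enzyme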
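Also added – OMFP at 25 µM · Test system – STEP tyrosine phosphatase · Technique – FITC-channel fluorescence of OMFP product · Schedule – 20 min at room temperature, dark · Evaluation – control-normalized % inhibition with plate pattern correction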
LMPTP inh = LMPTP phosphatase inhibitors, primary screen, biochemical, fluorescence intensity, uHTS; inhibition, % at 20 µM; Low molecular weight phosphotyrosine protein phosphatase (Homo sapiens), P24666; AID 651560, 2012; recombinant LMPTP-A, OMFP fluorogenic substrate; actives 0.22% (n = 360,000);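 active = compounds that cut the enzyme signal by at least half of the control window in the single-dose screen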;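 also: plate controls were DMSO wells with enzyme plus substrate for no effect and substrate without enzyme for full effect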
Target sequence (P24666 whole entry, looked up): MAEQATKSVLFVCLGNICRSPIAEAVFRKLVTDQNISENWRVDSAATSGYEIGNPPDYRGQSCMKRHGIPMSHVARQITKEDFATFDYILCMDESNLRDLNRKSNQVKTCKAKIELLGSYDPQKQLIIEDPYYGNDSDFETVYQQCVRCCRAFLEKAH
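Test system – LMPTP-A phosphatase enzyme · Quantity – 0.625 nM LMPTP-A final · Reagent – OMFP substrate, 400 µM final · Dosing – one test concentration per compound, 20 µM, with 3% DMSO overall · Timing – 50 min enzyme reaction at room temperature, protected from light · Detection – fluorescence intensity · Controls – substrate-only low control, DMSO enzyme-plus-substrate high control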
NadD block = inhibitors of S. aureus NadD, primary screen, biochemical, colorimetric, uHTS | inhibition, % at 20 µM | Nicotinate-nucleotide adenylyltransferase NadD (Staphylococcus aureus N315) | actives 0.78% (n = 360,000) | purified NadD enzyme, colorimetric absorbance read-out; in the data active = inhibition above about 26%; also: some compounds past the cut are filed as inactive
TbMetRS inhib = T. brucei MetRS inhibitors, primary screen, biochemical, luminescence. methionyl-tRNA synthetase (Trypanosoma brucei brucei). purified T. brucei MetRS, ATP depletion, Kinase-Glo luminescence. inhibition, % at 11.9 µM. actives 0.4% (n = 360,000);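 active = inhibition above a per-plate cutoff of the control wells' mean inhibition plus 3 SD, cut at about 5.5% in these data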;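 also: 0% = DMSO wells median and 100% = median of wells with control inhibitor compound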
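technique = Kinase-Glo luminescence, ATP depletion format | system = purified MetRS (methionyl-tRNA synthetase) enzyme from Trypanosoma brucei | timing = 15 min preincubation, 2 h reaction, all 25 °C | evaluation = percent inhibition versus plate control medians | dosing = single dose, 11.9 µM final nominal, 0.9% final DMSO | also added = substrates ATP, L-methionine and bulk Escherichia coli tRNA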
CSN deneddyl inh = inhibitors of CSN-mediated cullin deneddylation, primary screen, biochemical, fluorescence polarization, uHTS; COP9 signalosome complex subunit 5 (Homo sapiens), Q92905; Purified CSN, SCF-Nedd8-OG deneddylation; inhibition, % at 12.5 µM; actives 0.38% (n = 360,000);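 active = pattern-corrected inhibition above about 35%, with an unprinted fluorescence ratio check between 0.5 and 1.5, limit read from the data, passing the limit was not always enough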;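 also: 0% = enzyme with substrate and 100% = substrate without enzyme; some results filed as inactive read as strong as hits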
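assay system = purified human Csn5 enzyme expressed in HEK293T cells | amount = 0.24 nM enzyme | buffer or medium = Tris/NaCl/DTT buffer, pH 7.5 | reagent = 10 nM SCFSkp2-Nedd8OG | compound = one concentration, 12.5 µM, 0.25% DMSO | times = 90 min reaction at room temperature | signal = FP | read-out basis = % inhibition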
SUMO1 PPI mod = modulators of SUMO1 protein-protein interactions, primary screen, biochemical, uHTS; SUMO1 binding to a labelled peptide, TR-FRET, 1 h; inhibition, % at 20 µM; actives 0.33% (n = 360,000); AID 602429, 2012; in the data active = inhibition above about 37%
Target sequence (P63165 whole entry, looked up): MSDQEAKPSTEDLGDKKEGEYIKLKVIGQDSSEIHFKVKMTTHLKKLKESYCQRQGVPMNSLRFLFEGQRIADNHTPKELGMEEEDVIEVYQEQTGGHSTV
Scp-1 inhibitor = Scp-1 phosphatase inhibitors, primary screen, biochemical, colorimetric, uHTS; Carboxy-terminal domain RNA polymerase II polypeptide A small phosphatase 1 (Homo …; Recombinant Scp1, phosphopeptide, malachite green phosphate absorbance; inhibition, % at 20 µM; actives 0.88% (n = 340,000); AID 493091, 2011;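 active = inhibition above about 50% at 20 µM, limit read from the data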;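 also: plate controls were DMSO wells with enzyme for no effect and wells lacking enzyme for full effect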
Target sequence (Q9GZU7 76-261 limits assumed): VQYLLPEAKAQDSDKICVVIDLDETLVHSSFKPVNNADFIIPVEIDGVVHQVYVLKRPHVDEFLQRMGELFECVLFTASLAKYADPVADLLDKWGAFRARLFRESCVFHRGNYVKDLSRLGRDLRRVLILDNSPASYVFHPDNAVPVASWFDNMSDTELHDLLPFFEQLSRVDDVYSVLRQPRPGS
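System: SCP-1 catalytic domain; Reagent: Phospho 17-mer peptide substrate; Doses: one concentration, 20 µM, with 1.0% DMSO; Incubation: 45 min room-temperature reaction, 5 min colour, 30 min stabiliser; Signal: Phosphate-binding colour reagent, absorbance read at 630 nm.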
* = called active by the depositor; i = inactive; x = no result given.

SMILES,CSN deneddyl inh,SUMO1 PPI mod,DNMT1 inh,NadD block,MsrA inh,Rpn11 inh,TbMetRS inhib,LMPTP inh,STEP inh,Scp-1 inhibitor
CCC(=O)N(CC)c1nc(-c2cc(OC)ccc2OC)cs1,-2.2,-0.5,-3.3,-5.0,0.7,i,1.0,1.4,1.5,-7.7
Cc1sc(N/N=C/c2cccs2)nc1-c1ccccc1,2.6,-3.9,-8.2,13.6,1.5,i,-0.2,-0.2,-2.4,0.0
COc1ccc(OC)c(NC(=O)CSc2nnc(C)n2Cc2ccccc2)c1,-3.8,-1.9,1.6,2.6,0.0,i,-1.2,0.2,-1.5,-2.7
Cc1ccc(-c2cc(=O)c3ccc(F)cc3[nH]2)cc1,2.0,-7.3,10.6,-3.6,0.5,i,-0.2,4.1,2.2,10.3
Cc1cc(C(=O)NC(C)C)on1,-1.9,-1.6,0.4,3.9,1.8,i,-0.5,-1.7,-0.9,-4.1
O=C(N=Nc1c(O)n(C2OC(=O)c3ccccc32)c2ccccc12)c1ccc(O)cc1 (configuration not stated),-6.0,-2.1,-1.2,24.5,-0.5,i,-0.1,-3.3,4.1,-0.4
CC1(C)CC(=O)C2=C(C1)Nc1ccccc1NC2c1nc2ccccc2[nH]1 (configuration not stated),4.2,-0.6,-3.4,-5.3,2.0,i,0.5,0.3,0.3,-9.8
O=C(COC(=O)CNC(=O)c1ccc(Br)o1)Nc1ccc2c(c1)OCCO2,2.5,0.1,-0.8,-1.1,0.1,i,0.2,-0.2,-2.9,2.6
O=C1N/C(=C\c2ccsc2)C(=O)N1Cc1ccc(F)cc1,-5.2,-1.9,5.8,-1.5,-0.7,i,0.2,-1.5,-0.7,-5.5
CCc1cc2c(SCC(=O)NC(=O)c3cccn3C)ncnc2s1,3.4,0.8,-3.5,5.3,1.0,i,0.3,1.7,0.5,-2.5
Cc1nc([N+](=O)[O-])c(Br)n1CC(=O)c1ccccc1,1.2,-17.0,5.8,-5.8,0.8,i,-0.2,-1.6,-3.7,1.7
Cc1ccc(-n2nc(C)cc2N)c(C)c1,-13.1,2.2,-0.9,2.5,1.6,i,0.1,0.6,-1.2,-2.5
CN(C(=O)COC(=O)c1c[nH]c2ccccc12)c1ccccc1,-3.7,-3.3,-5.0,-9.4,-0.2,i,0.0,-0.9,1.5,x
COc1ccc(NC(=O)CN(C)C(=O)c2c(C)nn(Cc3ccccc3)c2C)cc1,-3.6,0.2,5.5,0.4,0.1,i,-0.3,-1.9,3.4,-2.3
CCOc1ccc(CNC(=O)C(CC)n2nc(C)n3c(cc4occc43)c2=O)cc1OC (configuration not stated),2.2,-0.1,-1.4,-1.0,-0.5,i,-1.2,1.3,5.2,-4.9
COc1cccc(CNC(=O)Cc2ccc(-n3c(=O)[nH]c4ccccc4c3=O)cc2)c1,-10.4,-3.3,4.7,-3.5,-0.8,i,-0.9,-1.0,-4.6,-14.2
C[C@H]1COC(=O)[C@@H](Cc2ccc(F)cc2)CC/C=C/C[C@H](CC(=O)N(CCO)Cc2ccccc2)C(=O)N1,3.2,2.1,2.9,-4.2,-1.6,i,-0.4,-0.5,-1.4,-0.2
O=C(Nc1cccc(NC(=O)c2ccccc2)n1)c1ccccc1,1.8,5.9,0.4,-2.6,-1.1,i,-0.5,0.6,-1.0,-10.2
Cc1cc(C)c2c(n1)nn1c(NCCCN3CCOCC3)cc(C)nc21,-2.6,3.3,-1.6,1.1,-0.9,i,-2.4,0.8,-1.3,17.5
CC(C)c1ccc[n+](-c2nc([O-])sc2C=O)c1,-1.4,-23.2,0.7,-8.0,0.7,i,-0.5,-0.3,-1.1,-0.4
O=C(Nc1ccc(S(=O)(=O)NCc2ccco2)cc1)C1CCCCC1,12.5,-1.9,6.3,0.3,-0.7,i,0.1,1.9,-0.6,-0.3
Cc1ccc(OCC(=O)N(Cc2cccs2)C2CCS(=O)(=O)C2)cc1 (configuration not stated),-0.2,1.2,-0.2,-5.4,1.2,i,-0.3,-0.9,1.4,-7.2
CCS(=O)(=O)N1CCN(C(=O)CC(C)C)CC1,-2.2,-1.2,-1.0,0.0,-0.2,i,-2.4,-1.6,-0.1,6.2
O=S(=O)(NCc1cccnc1)c1ccc2c(c1)OCCO2,4.4,-2.0,1.8,1.7,-1.4,i,-0.4,-1.0,-3.6,-0.4
CN1CCN(NC(=O)Nc2ccc([N+](=O)[O-])cc2)CC1,-2.1,-19.3,0.8,4.9,1.8,i,0.3,-0.2,1.0,-8.3

Just Scp-1 inhibitor, for 2 of the compounds above:
Structure,Scp-1 inhibitor
Cc1ccc(OCC(=O)N(Cc2cccs2)C2CCS(=O)(=O)C2)cc1 (configuration not stated),-7.2
CC1(C)CC(=O)C2=C(C1)Nc1ccccc1NC2c1nc2ccccc2[nH]1 (configuration not stated),-9.8

The listing continues.
SMILES,CSN deneddyl inh,SUMO1 PPI mod,DNMT1 inh,NadD block,MsrA inh,Rpn11 inh,TbMetRS inhib,LMPTP inh,STEP inh,Scp-1 inhibitor
CN1CCN(CCCNC(=O)c2nnc(Cc3c(F)cccc3Cl)o2)CC1,2.6,-4.0,1.5,-6.7,0.0,i,0.7,-3.7,17.8,-3.8
O=C(NCc1ccco1)C1(S(=O)(=O)c2ccccc2)CC=CC1,-3.6,7.0,1.0,-9.3,0.8,i,-0.3,-0.9,-1.7,-0.2
COC1=CC(=O)C=C(OC)C1(O)CC(C)=O,-4.4,4.7,-3.0,-2.6,0.4,i,-1.4,-0.7,-2.5,1.4
COC(=O)/C=C1/C(=O)N/C(=N\c2nc(C)cc(C)n2)N1c1ccc(OC)cc1,2.6,-3.4,0.6,-0.7,1.7,i,-0.5,-0.7,-3.5,-5.1
Cc1ccc2nc(-c3ccc(F)cc3)nc(SCC(=O)NCC3CCCO3)c2c1 (configuration not stated),-1.1,-6.0,11.1,2.6,0.3,i,0.4,-0.1,-0.2,-1.2
O=C(Cc1cccs1)Nc1ccccc1,-0.1,0.8,1.0,3.8,1.6,i,-0.5,-2.1,-0.3,-9.4
COCCCNCCOCCOc1ccc(C)cc1Br,-6.2,0.8,0.8,0.2,0.2,i,0.1,-0.2,-0.4,-5.1
O=C(Nc1cccc(C(F)(F)F)c1)c1ccc2sc([C@@H]3O[C@H](CO)[C@H](O)[C@H](O)[C@H]3O)nc2c1,1.8,1.0,-5.0,-1.1,0.8,i,-0.1,-1.5,-1.5,x
O=C(NNS(=O)(=O)c1ccccc1[N+](=O)[O-])c1ccccc1[N+](=O)[O-],-2.4,-8.3,1.2,-0.8,-0.6,i,0.5,-0.7,-1.6,-6.8
NS(=O)(=O)c1cc(C(=O)OCC(=O)NNC(=O)c2ccccc2)ccc1Cl,0.7,0.9,3.7,-2.7,0.8,i,-0.3,-1.0,-3.8,1.0
Oc1ccc(-c2nc(-c3ccc(O)c(O)c3)cs2)cc1,-1.6,-11.6,-10.6,6.2,2.0,i,-0.1,0.8,6.0,-7.3
COc1ccc(CNc2ccc3c(c2)nc(C)n3C)cc1OC,-0.1,-1.4,-2.4,-2.9,-0.9,i,-0.4,-2.2,3.3,-2.2
O=[N+]([O-])c1ccc(N(CC2CO2)S(=O)(=O)c2ccccc2)cc1 (configuration not stated),3.9,-18.4,-1.4,-4.4,1.1,i,-1.0,-0.5,1.1,0.7
Cc1[nH]n(-c2cccc(Cl)c2)c(=O)c1C=NC12CN3CN(CN(C3)C1)C2,-2.8,-3.8,12.3,-1.6,1.0,i,-1.9,-2.0,4.2,-14.5
Clc1ccccc1CSc1nnc(/C=C/c2ccccc2)o1,-4.3,-6.8,-7.5,0.7,0.9,i,-1.1,0.9,-1.5,-7.5
Cc1cccc(OCC(=O)N2CCc3ccccc3C2)c1,2.4,6.3,-2.7,7.2,-0.5,i,-1.5,-0.7,-3.0,-7.3
COc1cc(/C=C/C(=O)NCc2ccccn2)cc(OC)c1OC,3.8,-4.9,6.6,-6.6,0.2,i,-0.5,0.3,-1.7,-4.8
CC(=O)c1ccc(C(=O)Nc2sc3c(c2C(N)=O)CCN(Cc2ccccc2)C3)cc1,43.7,-6.1,84.3*,6.1,0.3,x,-0.2,2.3,-13.4,x
COc1cccc(NS(=O)(=O)c2cc(C)sc2C)c1,-2.2,-0.5,7.5,-9.6,0.7,i,-2.0,0.5,1.3,-2.9
Oc1ccc2ccccc2c1/C=N/Nc1ccccc1,-1.0,-2.6,-26.7,-0.4,1.6,i,0.1,-0.3,51.9*,-16.6
CC(=O)N(C(C)=O)c1ccc2nc(C)[nH]c(=O)c2c1,0.4,-0.3,2.3,3.3,-0.3,i,-0.3,-1.4,-1.5,-1.3
COc1ccccc1/C=C/C=N/n1c(C)nnc1C,-2.2,-4.3,-0.9,1.2,2.5,i,-0.1,0.1,1.9,-4.1
CC(C)CCCN1C(N(C)C)=NC[C@@H]1C,-6.2,-3.7,2.8,5.1,-1.0,i,-0.4,-0.4,-2.1,-0.5
COc1cccc(OC)c1C(=O)Nc1ccc(CN2CCCCC2)cc1,-3.1,-0.3,2.7,4.3,-0.4,i,-1.0,-1.2,-7.7,-4.7
CCNc1c(NS(=O)(=O)c2ccc(Cl)s2)c(=O)oc2ccccc12,-1.4,-2.2,1.9,-0.3,-0.5,i,-0.4,-0.3,-0.5,-7.1
Cc1nnc(SCc2cc(=O)[nH]c(N3CCN(Cc4ccccc4)CC3)n2)s1,-2.0,3.4,-1.6,1.0,-1.7,i,-0.4,-0.7,-2.6,1.7
